TDP43 rescue – inhibitors of TDP-43 toxicity in yeast; 410,000 tested, 1.8% active; Potency, µM (doses to about 46.1 µM), for inactives: at the highest dose growth rescue (activation), usual class: activators; TDP-43 expressing yeast growth rescue, BacTiter-Glo, 24 h; further: % of control where 0% means no effect; nearly all actives have a fitted effect of over 50% in size
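Yeast expressing TDP-43 (pregrown in raffinose, seeded at OD600=0.02 in galactose medium) exposed to compounds 24 hr at 30 deg C. Growth read by BacTiter-Glo luminescence; rescue of toxicity appears as increased signal.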
EPAC2 ag – agonists of human EPAC2 (RAPGEF4) | EPAC2 activation, biochemical qHTS; response scale: 100% = 6.5 mM cAMP response | Potency, µM (top dose mostly 154 µM), inactives show at the top dose activation, most hits filed as activators | 360,000 tested, 0.079% active | AID 720711; further: nearly all actives have a fitted effect of over 50% in size
Target sequence (Q8WZA2 whole entry, looked up): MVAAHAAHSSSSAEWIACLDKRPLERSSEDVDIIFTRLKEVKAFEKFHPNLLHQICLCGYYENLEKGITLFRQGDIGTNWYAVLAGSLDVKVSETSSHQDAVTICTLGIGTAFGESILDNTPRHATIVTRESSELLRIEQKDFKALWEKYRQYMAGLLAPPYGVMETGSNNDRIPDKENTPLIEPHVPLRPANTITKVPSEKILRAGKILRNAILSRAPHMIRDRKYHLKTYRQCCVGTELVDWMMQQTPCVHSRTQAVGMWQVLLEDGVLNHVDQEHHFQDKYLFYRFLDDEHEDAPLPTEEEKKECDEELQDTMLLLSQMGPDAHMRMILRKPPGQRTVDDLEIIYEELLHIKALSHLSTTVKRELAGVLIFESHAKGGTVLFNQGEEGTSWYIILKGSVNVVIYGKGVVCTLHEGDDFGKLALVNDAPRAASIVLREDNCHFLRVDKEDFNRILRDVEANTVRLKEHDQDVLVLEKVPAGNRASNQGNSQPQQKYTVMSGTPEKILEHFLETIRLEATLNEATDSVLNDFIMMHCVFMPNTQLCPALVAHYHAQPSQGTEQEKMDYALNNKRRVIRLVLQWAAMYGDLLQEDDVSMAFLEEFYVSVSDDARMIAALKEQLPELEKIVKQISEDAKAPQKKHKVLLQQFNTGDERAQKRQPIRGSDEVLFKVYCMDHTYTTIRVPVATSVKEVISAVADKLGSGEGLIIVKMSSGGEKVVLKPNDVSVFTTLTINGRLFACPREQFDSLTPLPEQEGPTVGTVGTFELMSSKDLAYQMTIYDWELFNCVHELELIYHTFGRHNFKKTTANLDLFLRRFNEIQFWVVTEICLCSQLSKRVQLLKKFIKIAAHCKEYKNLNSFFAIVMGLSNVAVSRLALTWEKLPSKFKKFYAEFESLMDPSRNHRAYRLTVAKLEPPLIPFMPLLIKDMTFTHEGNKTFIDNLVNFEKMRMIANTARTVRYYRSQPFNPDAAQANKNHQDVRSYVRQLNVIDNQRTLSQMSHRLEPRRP
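Compounds were added across a concentration range to EPAC2 (100 nM), RAP1B-BODIPY-GDP (250 nM) and GDP (50 uM). After 5 min at room temperature, fluorescence was recorded at 5-min intervals for 30 min.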
EPAC1 ag – agonists of human EPAC1 | EPAC1 agonist qHTS, biochemical assay; response scale: 100% = response to 6.5 mM cAMP | AID 720707 | 360,000 tested, 0.073% active | O95398 | Potency, µM (highest dose often 154 µM), without a hit: top-dose activation, hits mostly activators; further: nearly all actives have a fitted effect of over 60% in size
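Normalized to 6.5 mM cAMP, activity reflects EPAC1-catalysed release of BODIPY-GDP from Rap1B, followed kinetically over 30 min at 480 nm excitation, 540 nm emission. Reaction contained 100 nM EPAC1, 250 nM Rap1B-BODIPY-GDP, 50 uM GDP.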
EPAC2 antag – blocks human EPAC2 exchange factor; Q8WZA2; EPAC2 GEF exchange of Rap1B-BODIPY-GDP, fluorescence; Potency, µM (titrated, usually from 114 µM), inactives show at the top dose activity, negative = inhibition, hits mostly inhibitors; 360,000 tested, 0.18% active; further: on the % scale 0 is the no-effect control and ±100 the full control effect; nearly all actives have a fitted effect of over 45% in size; many of its hits are not listed in these tables
aSyn rescue – inhibitors of alpha-synuclein toxicity in yeast; Yeast expressing alpha-synuclein, growth rescue, BacTiter-Glo, 24 h; Potency, µM (highest dose often 46.1 µM), inactives show at the highest dose growth rescue (activation), most hits filed as activators; 370,000 tested, 0.14% active; further: % of control where 0% means no effect; nearly all actives have a fitted effect of over 65% in size
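Rescue of yeast growth: cells expressing toxic alpha-synuclein, induced in galactose at OD600 0.02, incubated with compound 24 h at 30 C. ATP luminescence quantified growth; inhibitors of toxicity appear as activators.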
PTHR1 ag – agonists of human PTHR1 parathyroid hormone receptor; Q03431; HEK293 GP2 PTHR1 cells, GloSensor cAMP luminescence, 1 h; Potency, µM (top dose mostly 115 µM), for the others: top-dose activation, hits mostly activators; 410,000 tested, 0.075% active; further: nearly all actives have a fitted effect of over 55% in size; some results filed as inactive show a strong effect at the top dose; inactives centre near -15; many of its hits are not listed in these tables
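HEK-293-derived GP2 cells expressing PTHR1 and a GloSensor cAMP reporter, 3,000/well, plated overnight, given luciferin plus IBMX (each 0.5 mM as added) for 1 h at 37 °C, then compound for 1 h at 37 °C. Luminescence was read after 15 min at room temperature.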
FUS suppressor – suppressors of FUS proteinopathy in yeast | AID 1347120 | Potency, µM (series often up to 76.6 µM), for inactives: top-dose growth rescue (activation), hits mostly activators | S. cerevisiae FUS-expressing, growth rescue, OD600, 24 h | 390,000 tested, 0.24% active;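 further: plate controls were DMSO vehicle for no effect and reference control for full effect; nearly all actives have a fitted effect of over 55% in size; some results filed as inactive show a strong effect at the top dose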
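Steps: raffinose overnight preculture; dilution to OD 0.005 in 2% galactose minimal medium; compound addition (concentration series); 24hr at 30C, 99% humidity; absorbance read at 600 nm.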
EPAC1 antagonist – EPAC1 (human) antagonism. EPAC1 GEF assay, Rap1b-BODIPY-GDP exchange fluorescence. Potency, µM (titrated, usually from 115 µM), for the others: at the highest dose activity change, negative = inhibition, actives largely listed as inhibitors. 360,000 tested, 0.14% active. AID 720709;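 further: plate controls were vehicle for no effect and positive control for full effect; nearly all actives have a fitted effect of over 50% in size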
Numbers without * were called inactive; i = inactive; u = inconclusive; x = no result given; & = joins results of further samples; [ ] = remark or other dose. The call rests on the fitted dose curve; in most records, active means well fitted curve in the direction sought with a large enough effect; inconclusive means small, poorly fitted or top-dose-only effect, or another doubt; inactive means no such curve, though single readings can be large; an effect the other way counts as inactive or inconclusive. Potency means the concentration at half of the fitted maximal effect. These rows are one share of the data; rates above refer to the full screens.

no.	SMILES	TDP43 rescue	EPAC2 ag	EPAC1 ag	EPAC2 antag	aSyn rescue	PTHR1 ag	FUS suppressor	EPAC1 antagonist
1	Cc1ccc(NC(=O)c2sc3ccccc3c2Cl)nc1	-9%	2%	9%	0%	-1%	i	0%	7%
2	Cc1ccc(C)c(NC(=S)c2ccccn2)c1	u	7%	10%	-22%	-7%	-41%[inhibitor][57.5 µM]	-1%	2%
3	O=C(Nc1ccc(Oc2ncnc3cc(Cl)ccc23)nc1)c1cccs1	-8%	1%	-13%	-4%	1%	-14%	-6%	-5%
4	COc1cc(NC(=O)c2ccccc2Cl)c(OC)cc1NC(=O)CN1CCCCC1	2%	4%	15%	-8%	2%	i	-6%	4%
5	Cc1ccccc1SCc1noc(C(=O)NCC2CCCO2)c1C(=O)O (centres undefined)	17%	3%	-14%	-1%	-3%	i	-15%	-8%
6	COc1ccc(S(=O)(=O)NCc2ccc(C(=O)NCCCN3CCCC(C)C3)cc2)cc1 (centres undefined)	-5%	3%	18%	-5%	-6%	-25%	1%	-9%
7	CC(c1ccccc1)C1C(C#N)=C(N)SC(N)=C1C#N (centres undefined)	4%	1%	-4%	-6%	1%	i	-2%	-4%
8	CC(C)N1CCC(C)(C(=O)Nc2cc(-c3ccccc3)nn2C)C1 (centres undefined)	9%	11%	8%	5%	-6%	i	-19%	-6%
9	COc1ccc(-n2nnnc2SCC(=O)NCCc2ccccc2)cc1OC	-14%	9%	-4%	2%	-1%	-46%[inhibitor]	-18%	-14%
10	CCCc1ccc2c(C(F)(F)F)cc(C(F)(F)F)cc2n1	26%	8%	2%	1%	-3%	-19%	-29%	13%
11	O=C(Nc1cc(C(=O)N2CCCC2)ccc1N1CCCC1)c1ccccc1F	6%	-3%	-2%	8%	0%	-18%[57.5 µM]	21%	1%
12	Cc1c(Cl)cccc1Nc1nc(N)nc(CSc2nc3ccccc3s2)n1	16µM*	9%	5%	2%	-13%	-30%	u	4%
13	CC(C)c1ccc(NC2CCCN(C(=O)CCc3cn[nH]c3)C2)cc1 (centres undefined)	12%	-1%	-2%	6%	-2%	i	21%	0%
14	Cc1cccc(NC(=O)c2cccc(Cn3cc(Br)c([N+](=O)[O-])n3)c2)c1C	14%	12%	-9%	-1%	1%	-42%[inhibitor]	20%	25%
15	Cc1cc(OCC(=O)OCC(=O)NCCN2C(=O)CSC2=O)ccc1Cl	1%	-1%	-2%	-12%	-2%	-4%	5%	-19%
16	CCN(CC)S(=O)(=O)c1ccc(C)c(NC(=O)CSc2ncc(C(F)(F)F)cc2Cl)c1	-2%	-9%	-19%	16%	7%	i	x	5%
17	COC(=O)CSc1nnc(C)n1-c1cccc(C#N)c1	0%	2%	4%	-3%	1%	i	26%	-4%
18	COc1ccc(OC)c(NC(=O)C2CCCN(S(=O)(=O)c3c(C)nn(C)c3C)C2)c1 (centres undefined)	11%&22%	9%	-18%	-7%	1%	i	29%&19%	-1%
19	CCCCc1noc2c1/C(=N\O)CC(c1ccccc1)C2 (centres undefined)	16%	7%	1%	5%	1%	-16%	-30%	-1%
20	N=C(N)c1ccccc1	0%&0%	5%&-1%	-6%&-3%	19%&6%	0%&4%&-6%	-36%&-23%[inhibitor]	-35%&-34%	-1%&6%
21	OCC[C@H]1C[C@H](O)[C@@H](O)[C@]2(CCCc3ccccc3O2)O1	0%	-2%	2%	1%	0%	-34%[inhibitor]	-2%	-4%
22	O=C1c2cccnc2-c2ncccc21	2%	8%	0%	4%	-12%	i	1%	-5%
23	Cc1ccc(OCC(=O)OCC(=O)NC2CCCC2)cc1C	-7%	0%	2%	-5%	1%[1.84 µM]	-7%	-3%	18%
24	Cc1cccc(CC(=O)N2CCCC2)c1	20%	-3%	16%	-5%	-4%	i	8%	5%
25	CCOc1ccc(-n2cnc3sc4c(c3c2=O)CCCC4)cc1	26%	14%	-1%	0%	5%	-34%[inhibitor]	-10%	-9%
26	C=CCN1C(=O)/C(=C/N(C)C)S/C1=N\S(=O)(=O)c1cccs1	15%	4%	10%	2%	17%	-22%	-31%	-6%
27	O=C(Nc1cc(Cl)ccc1-n1cncn1)c1cncc(Br)c1	-16%	3%	3%	13%	-2%	-7%	u	-7%
28	CC(OC(=O)c1ccccc1OCc1ccc(Cl)cc1)C(N)=O (centres undefined)	-6%	1%	-10%	-15%	1%	-91%	2%	7%
29	COc1ccc(-c2nc(CSCC(=O)N3CCN(C(=O)c4ccco4)CC3)c(C)o2)cc1OC	-14%	4%	-8%	7%	2%	-5%	-3%	-10%
30	CC[C@]12c3[nH]c4ccc(Cl)cc4c3CCN1C(=O)[C@@H](CC(=O)NCc1cccc(C(F)(F)F)c1)C[C@@H]2C(=O)N1CCN(C(=O)c2ccco2)CC1	15%	-4%	-14%	-4%	-1%	-5%	u	-13%
31	CN(C)c1ccc(NC(=O)C[n+]2ccccc2)cc1	11%	10%	-1%	16%	-10%	-6%	-4%	-17%
32	CCCCSCCCNC(=O)c1cn(CC)c2ccc(S(=O)(=O)N3CCOCC3)cc2c1=O	25%&0%	11%	4%	-8%	1%	-6%	u	-16%
33	COCCCn1c(SCC(=O)Nc2ccc(NC(C)=O)cc2)nc2sc3c(c2c1=O)CCC3	-11%	14%	7%	11%	5%	-9%	2%	18%
34	CCC1CCc2sc(C(=O)N(C)CC(=O)Nc3ccc(N4CCOCC4)cc3)cc2C1 (centres undefined)	8.9µM*	-7%	-20%	17%	6%	-14%	22%	-4%
35	CC(=O)Nc1cc(-c2ccc(C(=O)N3CCOCC3)cc2)cn2c(-c3ccc(F)cc3)cnc12	16%	8%	-12%	2%	0%	13%	u	-14%
36	COc1ccccc1C(=O)N1CCc2ccccc21	-8%	0%	0%	11%	-10%	-4%[57.5 µM]	9%	6%
37	Cc1cc(C)cc(Cn2cc(CN3CC(N4CCN(CCN(C)C)CC4)CS3(=O)=O)nn2)c1 (centres undefined)	16%	4%	-14%	5%	0%	i	2%	5%
38	CC(NC(=O)Nc1ccc(F)cc1)C(c1cccs1)N1CCCC1 (centres undefined)	-5%	3%	0%	-3%	-4%	i	-3%	17%
39	CC(Oc1ccc(S(=O)(=O)N2CCCC2)cc1[N+](=O)[O-])C(=O)N(C)c1ccccc1 (centres undefined)	-29%	15%	-2%	14%	1%	4%	25%	11%
40	COC(=O)Cn1c(=NC(=O)CSCC(=O)Nc2cc(C)on2)sc2cc(C(=O)OC)ccc21	8%	0%	-8%	8%	-3%	i	-17%	15%
41	CS(=O)(=O)N1CCc2cc(C(=O)Nc3ccc(COCC(F)(F)F)cc3)ccc21	23%	-8%	-15%	-4%	0%	-94%[inhibitor]	-13%	-3%
42	C=CCn1c(SCC(=O)Nc2sccc2C(N)=O)nc2ccc(Cl)cc2c1=O	11%	6%	20%	-7%	2%	i	-2%	-3%
43	CCOC(=O)CCC(=O)Nc1ccc(S(=O)(=O)N2CCc3ccccc32)cc1	15%	0%	-9%	5%	3%	-46%[inhibitor]	9%	-18%
44	Cc1ccc(SCC(=O)c2c(C)nc3cc(C)ccn23)cc1	u	5%	6%	-6%	3%	-71%[inhibitor]	-3%	-6%
45	O=S(=O)(c1ccc(NC(=S)N2CCCCC2CO)cc1)N1CCOCC1 (centres undefined)	14%	0%	-3%	-1%	3%	-8%	-1%	7%
46	Cc1cc(-c2ccccc2)nc2oc(C(=O)NN)c(N)c12	-7%[1.82 µM]	-7%	10%	6%	1%	-11%	33%	-3%
47	CC(C)CCNC(=O)CC1Nc2c3ccccc3nc(=S)n2C1=O (centres undefined)	-18%	4%	1%	-4%	x	-16%	-3%	-4%
48	Cc1cccc(NC(=S)N2CCC(C(=O)c3ccc(F)cc3)CC2)c1C	4%	-4%	-3%	-2%	-7%	i	9%	-1%
49	Cc1ccsc1C=C1C(=O)c2ccccc2C1=O	u	4%	8%	5%	1%	-94%[inhibitor]	25%	2%
50	CC(O/N=C\c1ccccc1O)C(=O)Nc1ccccc1C(=O)N1CCOCC1 (centres undefined)	12%	0%	12%	27%	-1%	-25%	x	5%

Of the compounds above, these have a cyano group:
no.	SMILES	TDP43 rescue	EPAC2 ag	EPAC1 ag	EPAC2 antag	aSyn rescue	PTHR1 ag	FUS suppressor	EPAC1 antagonist
7	CC(c1ccccc1)C1C(C#N)=C(N)SC(N)=C1C#N (centres undefined)	4%	1%	-4%	-6%	1%	i	-2%	-4%
17	COC(=O)CSc1nnc(C)n1-c1cccc(C#N)c1	0%	2%	4%	-3%	1%	i	26%	-4%

Next entries follow:
no.	SMILES	TDP43 rescue	EPAC2 ag	EPAC1 ag	EPAC2 antag	aSyn rescue	PTHR1 ag	FUS suppressor	EPAC1 antagonist
51	COc1cc(-n2nnnc2SCC(=O)N2CCN(c3ccc(F)cc3)CC2)c(OC)cc1Cl	u	1%	7%	-9%	3%	-35%	x	-28%
52	COC(=O)C1CCN(C(=O)COc2ccc(N(C)S(=O)(=O)c3ccc(C)cc3)cc2)CC1	13%	17%	11%	-7%	-1%	i	x	1%
53	N#C/C(C(=O)NCCc1ccccc1)=C1/N=C(NC(=O)c2cccs2)c2ccccc21	10%	u	11%	109%[activator]	9%	-23%	-15%	-10%
54	Cc1ccc(S(=O)(=O)C2(C(=O)Nc3cccnc3)CC2)cc1	8%	1%	-1%	-12%	7%	i	4%	4%
55	CCN(CC)C(=O)C1CC(=O)N(c2ccc(OC)cc2)C1c1ccc(OC)cc1 (centres undefined)	22%	4%	9%	-5%	-5%	i	23%	-3%
56	Oc1ccc(Cl)cc1-c1cc(-c2ccco2)[nH]n1	-35%[inhibitor]	27%	18%	0%	-58%[inhibitor]	i	48%	-9%
57	COc1ccccc1C1c2c(C)nn(-c3ccccc3)c2NC(=O)C1NC(=O)c1ccccc1 (centres undefined)	12%	-8%	-2%	6%	7%	-3%	-14%	-5%
